High-throughput results: PubChem, several laboratories
PfHsp40 rescue: restores yeast growth despite PfHsp40 toxicity; growth rescue, % at 12.5 µM; S. cerevisiae expressing PfHsp40, growth rescue, ATP luminescence; hit rate 0.68% among 340,000; in the data active = growth rescue above about 28%, passing the limit was not always enough; inconclusive = no clear call, values can overlap the other calls;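 note: yeast W303a lacking pdr1 and pdr3 grown in galactose medium; growth measured after three days at 30 °C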
FadD28 FP inh: M. tuberculosis FadD28 bisubstrate binding inhibition | FadD28 bisubstrate probe binding, fluorescence polarization | inhibition, % at 12.5 µM | hit rate 0.22% among 360,000 | AID 588549; in the data active = inhibition above about 8.5%, passing the limit was not always enough; inconclusive = no clear call, values can overlap the other calls
PrPC TRFRET: reduces human prion protein on the cell surface | P04156 | cell surface PrPC, TR-FRET read-out | inhibition, % at 13.8 µM | hit rate 0.43% among 370,000; in the data active = inhibition above about 24%; note: 0% = median of the test wells and 100% = reference compound wells
CCHFV vOTU inh: CCHFV vOTU protease inhibition; Pep-AMC fluorescence; AID 651958; hit rate 0.55% among 370,000; inhibition, % at 11.5 µM; in the data active = inhibition above about 30%; note: 0% = vehicle wells with enzyme and 100% = no enzyme wells
Anthrax LF inh2: anthrax lethal factor protease inhibition; P15917; multiplex microsphere protease cleavage assay, LF; inhibition, % at 10 µM; hit rate 0.12% among 360,000; AID 588501; note: plate controls were buffer without enzyme for full effect and enzyme alone for no effect
Target sequence (P15917 whole entry, looked up): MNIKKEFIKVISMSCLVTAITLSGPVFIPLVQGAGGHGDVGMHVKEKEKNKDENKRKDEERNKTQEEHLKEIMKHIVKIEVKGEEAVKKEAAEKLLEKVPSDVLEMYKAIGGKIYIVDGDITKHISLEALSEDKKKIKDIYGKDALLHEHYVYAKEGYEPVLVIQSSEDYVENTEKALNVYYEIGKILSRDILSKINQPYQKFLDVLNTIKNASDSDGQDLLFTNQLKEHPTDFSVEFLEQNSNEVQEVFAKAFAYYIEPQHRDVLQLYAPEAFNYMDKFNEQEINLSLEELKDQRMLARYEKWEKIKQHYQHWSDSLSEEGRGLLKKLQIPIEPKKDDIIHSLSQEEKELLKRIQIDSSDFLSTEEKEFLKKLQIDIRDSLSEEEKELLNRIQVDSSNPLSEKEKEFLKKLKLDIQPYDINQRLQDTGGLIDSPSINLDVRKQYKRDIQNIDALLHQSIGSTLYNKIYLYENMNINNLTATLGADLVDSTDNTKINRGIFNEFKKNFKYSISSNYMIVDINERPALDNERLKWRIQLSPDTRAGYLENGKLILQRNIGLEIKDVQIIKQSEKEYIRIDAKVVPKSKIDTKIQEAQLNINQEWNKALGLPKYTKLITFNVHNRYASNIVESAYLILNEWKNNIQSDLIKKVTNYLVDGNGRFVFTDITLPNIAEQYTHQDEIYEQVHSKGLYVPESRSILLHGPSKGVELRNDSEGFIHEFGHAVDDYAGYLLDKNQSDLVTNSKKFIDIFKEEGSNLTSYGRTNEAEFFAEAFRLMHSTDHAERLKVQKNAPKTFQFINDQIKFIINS
TcdB inh: TcdB glycohydrolase inhibition; P18177; TcdB glycohydrolase enzymatic assay, plate reader; inhibition, % at 9.99 µM; hit rate 0.24% among 350,000; AID 652162; in the data active = inhibition above about 10%
BoNT-F LC inh: blocks Botulinum neurotoxin F light chain protease. Multiplex microsphere protease cleavage assay, flow cytometry. inhibition, % at 10 µM. hit rate 0.22% among 360,000; in the data active = inhibition above about 35%, passing the limit was not always enough; inconclusive = no clear call, values can overlap the other calls; note: plate controls were buffer without enzyme for full effect and enzyme alone for no effect
BoNT-A LC inh2: inhibitors of Botulinum neurotoxin A light chain protease; inhibition, % at 10 µM; AID 588499; hit rate 0.17% among 360,000; multiplex microsphere protease substrate cleavage, flow cytometry; note: plate controls were buffer without enzyme for full effect and enzyme alone for no effect
Yp Topo-I inh: Y. pestis Topo-I inhibition via cleavage products. Y. pestis Topo-I cleavage product accumulation, plate reader. activity, % at 10 µM. hit rate 0.064% among 360,000; in the data active = activity above about 50%, passing the limit was not always enough; inconclusive = no clear call, values can overlap the other calls; note: inactives centre near 2
Starred values were filed as active, the others as inactive; ? = inconclusive; nt = not tested or not shown; & = joins results of further samples. Cut-off read from the data, not from the text of the source, unless noted: active = inhibition above about 30%; inconclusive = no clear call, values can overlap the other calls; inactive = below that.

Each structure is followed by: PfHsp40 rescue	FadD28 FP inh	PrPC TRFRET	CCHFV vOTU inh	Anthrax LF inh2	TcdB inh	BoNT-F LC inh	BoNT-A LC inh2	Yp Topo-I inh
OC1c2cc(Cl)ccc2-c2c(Cl)cc(Cl)cc21 (configuration not stated)
    6.5	-2.6	1	9	10	0.3	2	1.4	6
O=C(N/N=C/c1ccc(Cl)s1)c1ccccc1[N+](=O)[O-]
    -0.1	-6.5	-8	1	-12	2.7	-6	0.2	-8
O=C(NC1=NCCS1)C1CC2CCC1C2 (configuration not stated)
    0.0	-3.1	3	3	0	nt	-16	0.9	-1
COc1cccc(C(=O)NCC(=O)NCc2cc(=O)n(C)c(=O)n2C)c1
    0.3	-3.2	5	-1	0	1.1	0	-1.1	1
CC(C)c1ccc(-n2nnnc2SCc2nc(N)nc(N)n2)cc1
    nt	-1.5	5	-2	4	1.1	2	0.1	-10
C#Cc1ccc([C@@H]2C=C(C(=O)NC3CC3)O[C@H](OCC)[C@H]2CCCO)cc1
    -0.8	-4.8	-4	-2	-4	0.6	-5	-0.1	4
COc1ccc(CNC(=O)COC(=O)c2cc(C)oc2C)cc1
    nt	-3.4	-2	1	-2	1.5	-1	-0.1	-2
Cc1noc(C)c1S(=O)(=O)N(C)C[C@H]1Oc2ccc(NC(=O)CCC(F)(F)F)cc2C(=O)N([C@H](C)CO)C[C@@H]1C
    -0.5	3.4	-1	0	4	-0.6	-2	0.7	6
Cc1c(NC(=O)c2csc3c2CCCC3)c(=O)n(-c2ccccc2)n1C
    -2.2	nt	3	11	-1	1.0	-4	-1.4	-5
O=C(O)c1ccccc1C(=O)Nc1nc(-c2ccc3ccccc3c2)cs1
    -1.4	-1.9	7	20	0	1.5	10	-1.2	8
Cc1c(N(C)C)c(=O)n(-c2ccccc2)n1C
    -0.5	-3.3	1	0	0	-3.5	0	0.6	11
O=S(=O)(Nc1ccc(-n2cnnn2)cc1)c1cccc(F)c1
    0.4	-1.3	-4	3	-1	0.4	-8	-0.5	-2
Cc1ncc([N+](=O)[O-])n1CC(=O)NC1CCCCC1
    -2.4	-0.9	-1	4	1	nt	1	1.0	4
CC1CCCN(C(=O)CSCC(=O)Nc2nc(-c3cccs3)cs2)C1 (configuration not stated)
    0.0	-1.5	1	0	-7	-0.4	-11	-0.4	-13
Cc1ccc(S(=O)(=O)N2CCOCC2)cc1NC(=O)COC(=O)CSc1ccc(Br)cc1C
    -0.3	-4.4	-1	29	2	nt	2	2.3	15
CCN1CCCC1CNC(=O)c1cc(S(=O)(=O)N(C)C)ccc1Cl (configuration not stated)
    2.7	-5.0	3	11	1	0.2	-18	1.4	-1
Oc1[nH]c2ccc(Br)cc2c1N=NC(=S)N1CCOCC1
    0.3	-0.5	16	3	16	1.6	12	20	-2
O=C(NCc1cccnc1)C1CC(=O)N(c2ccc(F)cc2)C1 (configuration not stated)
    -0.5	-2.3	0	8	2	0.7	-3	-0.2	2
Cc1ccc(-c2nc(NCc3cccnc3)c3ccccc3n2)cc1
    -2.7	-7.6	9	1	-1	nt	-3	0.3	-1
NS(=O)(=O)c1ccc(CCNC(=O)CCCC2=NS(=O)(=O)c3ccccc3N2)cc1
    1.2	-1.7	0	-5	-5	nt	0	-1.3	-5
Nc1nnc(SCC(=O)N2CCN(Cc3ccccc3)CC2)s1
    -0.5	-0.8	2	9	2	nt	0	?	-2
CCC(C)NS(=O)(=O)c1ccc(NC(=O)CNCc2cccs2)cc1 (configuration not stated)
    1.3	-0.4	10	-7	13	0.3	-9	-3.7	1
COc1cc(/C=C2\SC(=O)NC2=O)ccc1OCC(=O)N1CCOCC1
    -1.1	-1.3	1	15	-7	0.5	-2	0.1	-3
Fc1ccc(-c2nn3c(C4COc5ccccc5O4)nnc3s2)cc1 (configuration not stated)
    0.8	-0.2	-1	-9	-8	nt	-5	-0.2	4
COc1ccc(CC(=O)N2CCOCC2)cc1
    -0.4	-1.5	-4	7	-6	nt	-6	-0.8	3
CCN(CC)S(=O)(=O)c1ccc(N2CCOCC2)c(NC(=O)C2CCCO2)c1 (configuration not stated)
    0.6	-1.3	1	9	0	1.0	3	-1.0	3
Cc1ccc(C(=O)N/C(=C\c2cccnc2)c2nc3ccccc3[nH]2)cc1
    0.9	-0.4	-7	3	-3	nt	-11	-0.8	-4
CSc1sc(C(=O)N2CCc3ccccc32)cc1S(=O)(=O)C(C)C
    0.9	-3.4	-8	-2	-4	0.2	3	2.1	11
Cc1ccc(N/N=C/c2c(O)cc(C)oc2=O)cc1
    1.9	-2.7	-1	2	-1	nt	4	-0.3	-2
CCOC(=O)C1CCN(C2=NC(=O)/C(=C/c3ccccc3OC)S2)CC1
    0.3	-1.0	-11	0	-14	-0.4	-10	-2.9	19
COc1ccc(NC(=O)CCc2nc(-c3ccc(C)cc3)no2)cc1Cl
    -0.8	-2.7	5	-4	0	nt	-10	-0.1	2
COc1ccc(Br)c(-c2nnc(CS(=O)(=O)c3ccccc3)o2)c1
    12	-0.4	3	4	-2	0.1	-28	-10	20
O=C(Nc1ccc(-c2nc3cc(NC(=O)c4cccs4)ccc3o2)cc1)c1cccs1
    0.6	-2.1	-7	-2	-1	0.4	-4	-5.9	2
CCc1cc(=O)oc2cc(C)cc(OCC(=O)NCC3CCC(C(=O)O)CC3)c12 (configuration not stated)
    -1.0	-2.8	0	-4	-1	0.1	-5	0.2	-8
COc1cccc(NC(=O)CN(C)C(=O)c2cc3c(s2)CCCC3)c1
    -0.7	0.9	16	12	2	-5.7	5	3.1	11
COc1ccccc1-c1oc2ccccc2c1C#CC1(N)CCCCC1
    0.9	-6.6	5	4	14	2.8	-9	0.2	-10
CCc1cc(=O)[nH]c(SCC(=O)N2CCC(Cc3ccccc3)CC2)n1
    0.6	-3.0	-8	-1	4	1.3	0	0.0	14
CC1(C(=O)NS(=O)(=O)c2ccccc2)CCN1C(=O)c1ccccc1CCc1ccccc1 (configuration not stated)
    nt	-1.1	-4	7	-4	-2.8	-4	-0.3	12
N#CC12CCCCC1CC1CCCCC1(C#N)N2N (configuration not stated)
    0.8	-5.1	2	5	-12	1.0	?	?	3
C=CCNC(=O)CSc1nnc(-c2ccccc2Cl)n1-c1c(C)n(C)n(-c2ccccc2)c1=O
    0.3	0.8	nt	nt	-5	1.1	-1	-0.9	-1
Cc1onc(-c2c(F)cccc2Cl)c1C(=O)NCCc1ccncc1
    -1.3	-0.9	-10	21	2	-0.2	1	-0.3	5
COc1ccc(S(=O)(=O)N2CC(O)CC2C(=O)Nc2cccnc2)cc1 (configuration not stated)
    -0.1	-1.0	3	-6	3	-0.2	2	0.0	-12
Cc1cnc(C)c(N2CCC(C(=O)NC(C)c3cccs3)CC2)n1 (configuration not stated)
    -0.7	-2.9	-1	9	0	nt	-5	0.0	0
CCc1c(O)nc(SCC(=O)Nc2ccccc2)n(-c2ccccc2)c1=O
    0.3	-1.4	8	3	2	1.6	9	1.1	0
CC(C)(C)N(Cc1cc2ccccc2[nH]c1=O)C(=O)C1CCCCC1
    0.4	-2.2	-5	-4	1	nt	-1	-0.4	-1
Cc1ccc(CN(Cc2ccccc2)C(=S)NCC(=O)N2CCC3(CC2)OCCO3)o1
    -1.4	-0.6	-3	-9	3	0.5	1	-1.3	29
CCCN(CCC)C(=O)c1c(NC(=O)CC)sc2c1CCCCC2
    0.5	-0.7	-2	15	0	nt	-8	-1.3	6
C=CCn1c(SCC(=O)OCC)nc2cc(C(=O)NCc3ccco3)ccc2c1=O
    -1.9	0.2	6	14	-2	nt	0	1.0	1
CCn1c2ccccc2c2cc(NC(=O)COC(=O)c3ccccc3F)ccc21
    -1.2	-3.8	10	8	-2	-3.9	3	-1.1	14
NC(=O)C1(c2ccccc2)CCC(=O)N1c1ccccc1 (configuration not stated)
    1.0	0.6	-2	-8	8	1.2	1	-1.7	-3

(listing goes on)
Each structure is followed by: PfHsp40 rescue	FadD28 FP inh	PrPC TRFRET	CCHFV vOTU inh	Anthrax LF inh2	TcdB inh	BoNT-F LC inh	BoNT-A LC inh2	Yp Topo-I inh
CCOc1ccccc1NC(=O)c1cc(C(=O)c2cc(Br)ccc2O)coc1=N
    -0.5	0.4	11	21	-1	0.4	-4	0.6	4
CCOC(=O)C1=C(N)Oc2c(oc(CO)cc2=O)C1c1ccccc1 (configuration not stated)
    0.7	-3.0	1	4	3	0.6	-6	0.6	7
O=C(Nc1cccc(C(F)(F)F)c1)c1cccnc1N1CCN(CCO)CC1
    0.4	-3.6	-3	-4	-11	nt	8	0.5	2
O=S(=O)(c1cccs1)N1CCCc2ccccc21
    -0.1	-2.8	9	-14	4	nt	-1	-0.7	12
CCC(=O)Nn1c(C)nnc1C
    0.8	-0.3	3	11	3	nt	-10	-0.4	-7
O=C(Nc1ccc2nc3n(c(=O)c2c1)CCCC3)c1ccccc1F
    -0.3	-1.6	10	13	-2	-4.7	4	-2.1	-3
Cc1nc2c(sc(=S)n2Cc2ccco2)c(=O)n1CC(=O)Nc1ccccc1Cl
    -0.6	-0.4	9	2	0	-0.8	9	0.6	-3
O=C(Nc1ccccc1)Oc1ccc[nH]c1=O
    -0.4	-2.3	2	8	0	0.7	-9	-1.0	-5
O=C(CCCCCN1C(=O)c2cccc3cccc(c23)C1=O)NC1CCS(=O)(=O)C1 (configuration not stated)
    1.5	-1.9	-28	-12	-2	1.8	-2	0.2	3
Cc1cc(C)cc(NC(=O)CSc2nnc(CNC(=O)c3cccs3)o2)c1
    0.1	-2.8	1	4	-1	nt	?	0.8	8

3 entries picked at random from those above, as already listed:
Each structure is followed by: PfHsp40 rescue	FadD28 FP inh	PrPC TRFRET	CCHFV vOTU inh	Anthrax LF inh2	TcdB inh	BoNT-F LC inh	BoNT-A LC inh2	Yp Topo-I inh
Cc1nc2c(sc(=S)n2Cc2ccco2)c(=O)n1CC(=O)Nc1ccccc1Cl
    -0.6	-0.4	9	2	0	-0.8	9	0.6	-3
CCOC(=O)C1=C(N)Oc2c(oc(CO)cc2=O)C1c1ccccc1 (configuration not stated)
    0.7	-3.0	1	4	3	0.6	-6	0.6	7
CCC(=O)Nn1c(C)nnc1C
    0.8	-0.3	3	11	3	nt	-10	-0.4	-7

(more compounds)
Each structure is followed by: PfHsp40 rescue	FadD28 FP inh	PrPC TRFRET	CCHFV vOTU inh	Anthrax LF inh2	TcdB inh	BoNT-F LC inh	BoNT-A LC inh2	Yp Topo-I inh
CSc1ccc(C2=CC(=O)C[C@H](c3ccc(F)cc3)C2)cc1
    11	1.5	-6	-1	2	0.9	-10	0.7	14
Cc1ccc(S(=O)(=O)N2CCOc3ccccc32)c(C)c1NS(C)(=O)=O
    0.1	-2.1	9	5	1	-0.1	-5	-0.5	-5
CC(C)(C)[C@H]1C=C(C(N)=O)O[C@@H](OCc2ccc(CO)cc2)C1
    -1.3	-1.1	-5	-9	-18	-0.2&-0.1	-3	-0.5	3
O=C(c1ccc(Cl)cc1[N+](=O)[O-])N1CCOCC1
    -0.9	-0.2	-9	4	-2	-0.7	-3	-0.7	5
Cc1cccc(C)c1NC(=O)CNC(=O)C(C)NC(C)c1ccccc1Br (configuration not stated)
    -1.4	-3.3	-4	-10	-8	-0.5	2	0.1	-1
CC1Cc2c([nH]c3ccccc23)C(=O)N1 (configuration not stated)
    -1.0	-2.1	-1	-13	-9	2.6	-12	-5.5	3
COC(OC)c1ccc(C#N)c(SCc2ccc(C)cc2)n1
    1.1	-3.9	3	-3	-7	0.2	?	0.6	36
CCN(CC)c1ccc(NC(=O)CSc2nc3nc(C)cc(C)c3c(=O)[nH]2)cc1
    -1.0	3.2	-7	11	-1	4.5	?	-3.0	19
Cc1ccc(OC(=S)Nc2ccc(O)cc2)cc1
    -0.3	-2.6	-4	8	-1	nt	0	-0.2	2
CC1(C)CC(=O)c2sc(NC(=O)Cc3cccs3)nc2C1
    -1.2	-0.4	8	-3	-9	nt	-8	-1.8	1
COC(C)c1oc2c(C)c3oc(=O)cc(C)c3cc2c1C (configuration not stated)
    -0.2	-2.1	7	-15	-14	0.9	?	0.1	2

Outcome played no part in choosing rows, and some 2.3% of all compounds hit somewhere here.
